Screens: PubChem BioAssay, National Center for Advancing Translational Sciences (NCATS)
GLP1R cytotox = cytotoxic in the GLP-1 receptor inverse agonist counter-screen | hit rate 0.13% among 410,000 | Potency, µM (doses to about 38.3 µM), without a hit: at the top dose activity change, negative = inhibition, most hits filed as inhibitors | AID 624418 | HEK293 cAMP-luciferase reporter cells, luminescence, 24 h;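 note: loss of luciferase light is scored as toxicity; potency is the fitted concentration of half-maximal effect; % is set by controls: 0 for no effect and ±100 for the full control effect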
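Seeding density was 200 cells/uL; after overnight-length (12 h) culture, 23 nL compounds went on for 24 h at 37 °C. Readout used a luciferase detection reagent, luminescence taken after 12 min at room temperature.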
GLP-1R inv ag = GLP-1 receptor (human) inverse agonism; P43220; HEK293 GLP-1R CRE-luciferase, luminescence, 24 h; GLP-1R form is constitutively active; Potency, µM (top dose mostly 38.3 µM), for the others: top-dose activity change, negative = inhibition, hits mostly inhibitors; hit rate 1.6% among 410,000; AID 624417; note: potency is the fitted concentration of half-maximal effect; % is set by controls: 0 for no effect and ±100 for the full control effect; nearly all actives have a fitted effect of over 55% in size
Target sequence (P43220 whole entry, looked up): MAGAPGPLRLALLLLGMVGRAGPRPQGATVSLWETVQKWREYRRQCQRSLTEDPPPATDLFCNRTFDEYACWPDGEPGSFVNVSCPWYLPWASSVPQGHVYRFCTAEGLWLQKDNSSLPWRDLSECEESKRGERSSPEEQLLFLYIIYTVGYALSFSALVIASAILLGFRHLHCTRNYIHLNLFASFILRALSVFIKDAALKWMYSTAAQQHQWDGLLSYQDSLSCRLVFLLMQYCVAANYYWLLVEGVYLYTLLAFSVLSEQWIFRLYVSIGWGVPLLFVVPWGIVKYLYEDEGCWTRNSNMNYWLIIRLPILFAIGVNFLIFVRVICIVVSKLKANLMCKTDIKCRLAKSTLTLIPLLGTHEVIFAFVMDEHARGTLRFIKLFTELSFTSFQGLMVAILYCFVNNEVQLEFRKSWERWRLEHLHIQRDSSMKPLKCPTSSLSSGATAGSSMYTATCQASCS
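Inverse agonism was detected as reduced cAMP-driven luciferase luminescence after 24 h compound treatment. The cells were HEK293 clones expressing constitutively active human GLP-1R with the reporter. Reporter-only and GPR119 cell lines served as counterscreen controls.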
D3 ag = activates the human D3 dopamine receptor | max activation, % | D3R DiscoveRx beta-arrestin cells, luminescence, 90 min | hit rate 0.58% among 410,000 | P35462; in the data active = max activation above about 30%; note: 0% is about no effect; mostly tested at two doses, the higher about 12 µM
Target sequence (P35462 whole entry, looked up): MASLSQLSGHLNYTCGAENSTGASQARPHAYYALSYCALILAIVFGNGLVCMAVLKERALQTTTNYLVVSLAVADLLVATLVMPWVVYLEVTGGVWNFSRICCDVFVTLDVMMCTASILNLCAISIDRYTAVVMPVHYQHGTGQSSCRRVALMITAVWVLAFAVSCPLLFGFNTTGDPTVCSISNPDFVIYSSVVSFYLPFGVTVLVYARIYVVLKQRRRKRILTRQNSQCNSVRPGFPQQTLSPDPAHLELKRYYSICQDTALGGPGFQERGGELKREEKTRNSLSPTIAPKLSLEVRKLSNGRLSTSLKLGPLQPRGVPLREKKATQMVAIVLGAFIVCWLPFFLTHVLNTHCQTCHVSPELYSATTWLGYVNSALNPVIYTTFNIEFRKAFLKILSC
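Agonist-mode cell screen: cells plated at 1500/well and incubated overnight at 37 °C, then exposed to library compounds for 90 min at 37 °C. Detection reagent was added for 30–60 min at room temperature, and luminescence was read.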
Numbers without * were called inactive; ? = inconclusive; [ ] = dose if it differs, or a comment. Unless noted, calls come from the whole dose curve; as a rule, active = well fitted curve in the direction sought with a large enough effect; inconclusive = small, poorly fitted or top-dose-only effect, or another doubt; inactive = no such curve, though single readings can be large; an effect the other way counts as inactive or inconclusive. A portion of the library; count on the stated rates, not on these rows.

SMILES	GLP1R cytotox	GLP-1R inv ag	D3 ag
CC(C)(C)OC(=O)N1CCC(c2c(C(=O)Nc3cccc(C(F)(F)F)c3)cnn2-c2ccc(F)cc2F)CC1	4%	5µM*	3
COc1cccc(NC(=O)N2CCC(CN3CCOCC3)CC2)c1	0%	16%	-14
COc1cc(NC(=O)Cn2c(=O)n(Cc3ccccc3)c(=O)c3oc4ccccc4c32)cc(OC)c1	-2%	2%	-3
CCN(CC)C(=O)CSc1nnc2[nH]c(=O)cc(C)n12	14%	-6%	-7
Cc1oc2ncn(CC(C)C)c(=O)c2c1C(=O)NCCCN(C)Cc1ccccc1	-1%	-20%	-13
Cc1ccc(Cl)cc1N1CCN(C(=O)c2cn(C)c3ccc(S(=O)(=O)N(C)C4CCCCC4)cc3c2=O)CC1	3%	5%	5
Cc1ccccc1OCCn1c(CCNC(=O)C(C)(C)C)nc2ccccc21	-8%	?	-8
CCN(C(=O)CSc1nc2ccccc2n1CC(=O)N1CCCC(C)C1)c1ccccc1 (configuration not stated)	7%	-10%	-23
CCOC(=O)c1cccc(NC(=O)C(C)n2nc(C)c3c(C)n(-c4ccccc4)nc3c2=O)c1 (configuration not stated)	-3%	?	1
COc1ccc(C2C(C(=O)Nc3cccnc3)=C(C)Nc3nc(-c4ccccc4)nn32)cc1OC (configuration not stated)	-13%	19%	3
O=C(Cn1c(=O)n(Cc2ccc3c(c2)OCO3)c(=O)c2ccc(C(=O)NC3CCCCC3)cc21)Nc1ccccc1F	3%	15%	-14
COc1ccccc1CCNC(=O)C1CCN(c2nc3ccccc3nc2C(F)(F)F)CC1	0%	16%	-15
Cc1ccc(NC(=O)Cn2c(-c3cncs3)nc3ccccc32)c(Br)c1	-4%	10%	1
CCC1CN(C(=O)Nc2cccc3c2CCCC3)c2cc(C)ccc2O1 (configuration not stated)	21%	?	1
CCc1cc(=O)[nH]c(SCc2nc(-c3ccccc3)no2)n1	2%	9%	13
CCOc1ccc(NC(=O)Nc2nnc(N3CCCCC3C)s2)cc1 (configuration not stated)	2%	?	2
CCc1ccc(C(=O)c2cn(CC(=O)Nc3cccc(OC)c3)c3ccc(OC)cc3c2=O)cc1	-4%	-17%	-12
COc1ccc2c(c1)c(=O)c(S(=O)(=O)c1ccc(Cl)cc1)cn2Cc1cc(C)ccc1C	4%	14%	5
CSc1ccccc1NC(=O)C1=CC(c2ccc3c(c2)OCO3)=NS(=O)(=O)N1C	1%	18%	3
Cc1cccc(OCC(=O)Nc2cccc(C(=O)OCc3cc(=O)n4nc(C(C)C)sc4n3)c2)c1	7%	8%	6
O=C(Nc1ccc(N2CCN(CCOc3ccc(Cl)cc3)CC2)c(C(=O)O)c1)c1ccc(F)cc1	4%	-6%	4
CCCCNC(=O)c1cc(-c2ccc(Cl)c(Cl)c2)on1	-5%	-1%	0
CCOc1ccc(NC(=O)CSc2cn(CC(=O)N3CCOCC3)c3ccccc23)cc1	2%	0%	11
COc1ccccc1Nc1c2c(nc3ccc(NC(=O)/C=C/c4cccc(OC)c4OC)cc13)CCCC2	?	?	-21
COc1ccccc1CNC(=O)c1ccc(-c2nc(CS(=O)(=O)c3ccc(C)cc3)c(C)o2)cc1	-4%	-16%	-14

Profiles as entered above. Order of screens: GLP1R cytotox | GLP-1R inv ag | D3 ag
Results for COc1ccccc1CCNC(=O)C1CCN(c2nc3ccccc3nc2C(F)(F)F)CC1 : 0% | 16% | -15
Results for COc1ccc2c(c1)c(=O)c(S(=O)(=O)c1ccc(Cl)cc1)cn2Cc1cc(C)ccc1C : 4% | 14% | 5
Results for CCC1CN(C(=O)Nc2cccc3c2CCCC3)c2cc(C)ccc2O1 (configuration not stated) : 21% | ? | 1
Results for Cc1oc2ncn(CC(C)C)c(=O)c2c1C(=O)NCCCN(C)Cc1ccccc1 : -1% | -20% | -13
Results for CCCCNC(=O)c1cc(-c2ccc(Cl)c(Cl)c2)on1 : -5% | -1% | 0

(continued)
SMILES	GLP1R cytotox	GLP-1R inv ag	D3 ag
CCOC(=O)c1ccc(NC(=O)C2CCN(C(=O)N3CC(C)Oc4ccc(C)cc43)CC2)cc1 (configuration not stated)	-10%	?	4
CCOC(=O)c1cnc2cc(C(F)(F)F)ccc2c1N1CCN(c2ccc(F)cc2)CC1	8%	6%	-16
CCOc1ccc(CCNC(c2nnc(-c3ccccc3)o2)c2ccccc2Cl)cc1OCC (configuration not stated)	-1%	10µM*	-10
CCc1ccc(NC(=O)N2CC(C)Oc3ccc(C)cc32)cc1 (configuration not stated)	11%	?	-15
Cc1cc(S(=O)(=O)Nc2ccc3oc4c(c3c2)CCCC4)ccc1Cl	-18%	?	-1
CCOc1ccccc1CNS(=O)(=O)c1cnc(N)nc1	-1%	10%	14
CCOC(=O)C1CCN(c2nc3c(S(=O)(=O)c4ccc(Br)cc4)nnn3c3ccsc23)CC1	0%	4%	1
CCOC(=O)N1CCc2c(sc3c2c(=O)n(-c2ccccc2C(F)(F)F)c(=O)n3Cc2ccccc2C)C1	-7%	-30%	-8
CCOc1ccc(NC(=O)CSc2nc(-c3ccccc3)c3cc(OCC)ccc3n2)cc1	-2%	-6%	-6
Cc1ccc(-n2c(=O)c3cccnc3n2CC(=O)Nc2ccccc2C(F)(F)F)cc1C	1%	-14%	3
COc1ccc(Br)cc1CNC(=O)CCSCc1ccc(C)cc1	5%	?	5
Cc1ccc(CNC(=O)Cn2c(SCC(=O)Nc3ccc(F)cc3)nc3ccccc32)cc1	?	?	-7
COCCn1c(C)cc(O)c(C(c2ccc(Cl)cc2)N2CCN(c3ccccc3)CC2)c1=O (configuration not stated)	-2%	2%	-15
CCOc1ccc(NC(=O)CCS(=O)(=O)c2cc3c4c(c2)CCN4C(=O)CC3)cc1	-1%	-5%	5
Cc1cc(C)cc(NC(=O)CSCc2cc(=O)c3ccc(C)c(C)c3[nH]2)c1	4%	-13%	-6
Cc1ccc(NS(=O)(=O)c2ccc3c(c2)[C@H]2C=CC[C@H]2[C@@H](c2ccc(F)cc2)N3)cc1C	-12%	?	2
CCS(=O)(=O)N1CCC2(CC1)OC(=O)C(C)=C2C(=O)NCc1ccc(OC)c(OC)c1	-1%	9%	-1
Cc1ccc(CCNC(=O)c2ccc3c(=O)n(-c4ccccc4)c(=O)[nH]c3c2)cc1	2%	-2%	10
COc1cccc(Nc2nc3ccc(C(=O)c4ccccc4)cc3n3c(C)nnc23)c1	-2%	4%	7
Cc1ccc(Cc2c(C)nc3nc(SCC(=O)NC4CCC(C)CC4)nn3c2C)cc1 (configuration not stated)	-1%	9%	-16
c1csc(C2=NC(c3ccncc3)=Nc3ccccc3N2)c1	-3%	1%	9
CC(=O)OCC#CCSc1nnc(-c2cccc(Br)c2)o1	-2%	-3%	11
O=C(Nc1ccc(Cl)cc1Cl)c1cc(S(=O)(=O)N2CCc3ccccc32)ccc1F	10%	8%	-4
CCOc1cccc2sc(N(Cc3cccnc3)C(=O)c3ccco3)nc12	-3%	-3%	-12
Cc1ccc2nc(Cl)c3cc(C(=O)N4CCCCC4C)sc3c2c1 (configuration not stated)	-3%	22%	6

Ordered by count of non-hydrogen atoms (highest first): some entries from above.
SMILES	GLP1R cytotox	GLP-1R inv ag	D3 ag
CCOC(=O)N1CCc2c(sc3c2c(=O)n(-c2ccccc2C(F)(F)F)c(=O)n3Cc2ccccc2C)C1	-7%	-30%	-8
CCOc1ccc(NC(=O)CSc2nc(-c3ccccc3)c3cc(OCC)ccc3n2)cc1	-2%	-6%	-6
Cc1ccc(Cc2c(C)nc3nc(SCC(=O)NC4CCC(C)CC4)nn3c2C)cc1 (configuration not stated)	-1%	9%	-16
CCOc1cccc2sc(N(Cc3cccnc3)C(=O)c3ccco3)nc12	-3%	-3%	-12
CC(=O)OCC#CCSc1nnc(-c2cccc(Br)c2)o1	-2%	-3%	11

The listing continues.
SMILES	GLP1R cytotox	GLP-1R inv ag	D3 ag
O=C(Nc1ccc(C(=O)N2CCN(c3ccccc3F)CC2)cc1)c1nsc2ccccc12	3%	?	2
Cc1ccc(CNC(=O)c2ccc3c(c2)NC(=O)C(CS(=O)(=O)Cc2cccc(C)c2)N3)cc1 (configuration not stated)	1%	8%	4
O=C(CN1CCCN(Cc2cccc(Cl)c2)S1(=O)=O)Nc1ccc2c(c1)OCCO2	-3%	-25%	0
O=C(C1CCN(S(=O)(=O)Cc2ccccc2)CC1)N1CCN(c2ccc(F)cc2)CC1	3%	0%	-8
CCOc1ccc(CCNC(=O)Cn2nc(CC)n3c(cc4c(OC)cccc43)c2=O)cc1OCC	3%	0%	-12
CN(C)c1ccc(CNC(=O)c2sc3ncccc3c2-n2cccc2)cc1	-10%	-6%	-14
COc1ccc(NC(=O)c2cccc(N3CCCS3(=O)=O)c2)c(OC)c1	2%	15%	6
Cc1ccc(C)c(NC(=O)C2CCN(c3nn4c(=O)cc(C)nc4s3)CC2)c1	0%	5%	2
CC(=O)c1ccc(S(=O)(=O)Nc2cccc(-c3ccc(N4CCCCC4)nn3)c2)cc1	-9%	-7%	-3
Cc1cccc(-c2c3c(=O)n(C)c(=O)n(C)c3cn2-c2cc(N)c(Cl)cc2Cl)c1	-7%	?	9
CCN(C(=O)Cn1nc(Cc2ccncc2)c2ccccc2c1=O)c1cccc(C(F)(F)F)c1	1%	-8%	9
Cc1ccc(NC(=O)c2ccc(CNS(=O)(=O)c3ccc4c(c3)C(C)(C)C(=O)N4C)cc2)cc1	5%	7%	13
Cc1ccc(NC(=O)N2CCc3cc(S(=O)(=O)N4CCC(C)CC4)ccc32)cc1F	9%	14%	-10
CCSc1nc2sc3c(c2c(=O)n1-c1ccc(C)cc1)CCCC3	4%	13%	-5
CC(C)OCCCNC(=O)CCCN1C(=O)CCn2nc(-c3cccn3C)cc21	16%	-13%	-11
CC(C)(C)C(=O)Nc1ccccc1C(=O)OCc1cc(=O)n2ccsc2n1	22%	14%	-12
COC(=O)c1sccc1S(=O)(=O)N(CC(=O)NCc1ccc(F)cc1)c1ccccc1	-1%	-18%	5
COc1ccc(-n2c(=O)c3c4c(sc3n(Cc3ccccc3Cl)c2=O)CCC4)c(OC)c1	-4%	-3%	9
COc1ccc(OC)c(NC(=O)c2c(NCc3ccc(C)o3)sc3c2CCC(C)C3)c1 (configuration not stated)	7%	?	-2
CCC(C)NC(=O)CSc1nc2c(sc3ccccc32)c(=O)n1Cc1ccccc1Cl (configuration not stated)	1%	7%	3
Cc1cc2ccccc2n1-c1ccc(C(=O)N2CCC(C(=O)NCc3ccccc3Cl)CC2)s1	-8%	?	5
COc1cc(C2NC(=O)c3c(sc4c3CCN(C)C4)N2)ccc1OC(=O)c1ccccc1 (configuration not stated)	36%[activator]	25%	-20
O=C(CC(=O)Nc1ccccc1F)Nc1ccc2nc3n(c(=O)c2c1)CCCCC3	2%	7%	6
O=C(CCn1c(=O)c2sccc2n(Cc2ccc(F)cc2)c1=O)NCc1ccc2c(c1)OCO2	2%	-3%	0
Cc1nn2c(-c3cccc(NC(=O)c4ccccc4)c3)nnc2c2ccccc12	1%	19%	-3

Going on with the list.
SMILES	GLP1R cytotox	GLP-1R inv ag	D3 ag
Cc1ccc(C(=O)Nc2cccc(C(=O)OCc3cc(=O)n4c5c(sc4n3)CCCC5)c2)cc1	-21%	?	3
CCOc1ccc(NC(=O)CC2C(=O)N(c3ccc(F)cc3)C(=O)N2CCc2sccc2C)cc1 (configuration not stated)	-18%	?	3
Fc1ccccc1-n1ncc2c1ncn1nc(-c3ccccc3Cl)nc21	-1%	14%	6
CCn1c(SCCOc2ccccc2F)nc2ccccc21	3%	?	-5
Cc1ccccc1NC(=O)c1c(C)oc2ccc(O)c(CN(C)Cc3ccccc3)c12	-5%	?	7
COc1ccc(-c2ccc(CCC(=O)O)n2-c2cc(Cl)ccc2O)cc1	-27%	?	6
COc1ccc(NC(=O)CN2C(=O)COc3ccc(S(=O)(=O)N4CCCCC4)cc32)cc1Cl	1%	?	-2
CCOC(=O)c1ccc2c(c1)N(Cc1cc(C)ccc1C)C(=O)c1ccccc1S2(=O)=O	-5%	-5%	-3
COC(=O)COc1ccc(Oc2nc(NC(C)(C)C)nc(N(C)C)n2)nn1	-1%	7%	12

Reprinted at random: 3 entries already listed
SMILES	GLP1R cytotox	GLP-1R inv ag	D3 ag
COc1ccc(-c2ccc(CCC(=O)O)n2-c2cc(Cl)ccc2O)cc1	-27%	?	6
Cc1ccccc1NC(=O)c1c(C)oc2ccc(O)c(CN(C)Cc3ccccc3)c12	-5%	?	7
COc1ccc(NC(=O)CN2C(=O)COc3ccc(S(=O)(=O)N4CCCCC4)cc32)cc1Cl	1%	?	-2
